Assay outcomes from PubChem BioAssay.
CRE-bla Fsk = alters forskolin-stimulated CRE reporter signaling in CHO cells. 71,000 compounds, 2.5% hits. Potency, µM (top dose mostly 38.2 µM), for the others: top-dose activity change, negative = inhibition, actives largely listed as activators. CHO CRE-bla reporter (cAMP response element driving beta-lactamase), forskolin EC10, beta-lactamase ratio; active = well fitted activation curve with a large enough effect in the signal ratio, with a control signal flat, not every such curve was filed as active; inconclusive = small, poorly fitted or top-dose-only effect, or effect the other way, or a change in a side signal; the % refers to the signal ratio; also: potency is read from the fitted curve at half-maximal effect; % of control where 0% means no effect
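Modulation of forskolin-driven signalling is measured in CHO cells carrying a CRE-controlled beta-lactamase reporter. Cells are stimulated with EC10 NKH 477 in the presence of titrated compound for 3 h at 37 °C, then loaded with CCF4 for 2 h at room temperature.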
15-hLO inh = inhibitors of human 15-lipoxygenase (ALOX15); P16050; purified 15hLO-1, xylenol orange hydroperoxide absorbance; Potency, µM (doses to about 57.1 µM), for inactives: at the highest dose activity change, negative = inhibition, actives largely listed as inhibitors; 74,000 compounds, 1.4% hits; AID 887; also: potency is read from the fitted curve at half-maximal effect; % is scaled to controls: 0 for no effect and ±100 for the full control effect; nearly all actives have a fitted effect of over 55% in size
Target sequence (P16050 whole entry, looked up): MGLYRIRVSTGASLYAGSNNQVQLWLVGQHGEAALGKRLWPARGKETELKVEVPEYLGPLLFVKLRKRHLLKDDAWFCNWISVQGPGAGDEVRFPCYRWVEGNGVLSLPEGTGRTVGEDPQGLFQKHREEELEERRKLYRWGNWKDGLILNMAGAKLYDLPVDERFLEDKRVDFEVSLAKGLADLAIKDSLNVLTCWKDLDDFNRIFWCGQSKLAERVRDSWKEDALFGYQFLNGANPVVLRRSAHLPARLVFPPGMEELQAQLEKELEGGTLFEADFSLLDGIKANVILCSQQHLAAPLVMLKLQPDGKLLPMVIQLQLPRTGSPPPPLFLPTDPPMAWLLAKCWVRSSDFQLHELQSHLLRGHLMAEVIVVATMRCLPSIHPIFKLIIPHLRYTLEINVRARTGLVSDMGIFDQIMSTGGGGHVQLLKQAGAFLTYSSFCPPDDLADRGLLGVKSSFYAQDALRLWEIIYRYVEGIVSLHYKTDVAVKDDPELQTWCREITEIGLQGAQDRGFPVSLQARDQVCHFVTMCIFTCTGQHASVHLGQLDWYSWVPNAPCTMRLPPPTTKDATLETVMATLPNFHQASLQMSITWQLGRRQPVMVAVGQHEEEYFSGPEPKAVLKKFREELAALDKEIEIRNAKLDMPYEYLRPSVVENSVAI
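Readout: Fe(III)-xylenol orange absorbance, 573-to-405 nm ratio as reaction progress. Enzyme 40 nM purified human 15hLO-1, substrate 50 uM arachidonic acid, 6 min RT after 15 min compound preincubation; Hepes pH 7.5 buffer with Triton X-100.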
HADH2 inh = blocks human hydroxyacyl-CoA dehydrogenase type II; 73,000 compounds, 3.4% hits; Q99714; recombinant HADH2, NADH fluorescence, beta-hydroxybutyryl-CoA; Potency, µM (doses to about 57.1 µM), for inactives: at the top dose activity change, negative = inhibition, actives largely listed as inhibitors; AID 886; also: potency is read from the fitted curve at half-maximal effect; % is scaled to controls: 0 for no effect and ±100 for the full control effect; nearly all actives have a fitted effect of over 60% in size; many of its hits are not listed in these tables
Target sequence (Q99714 whole entry, looked up, one chain of several): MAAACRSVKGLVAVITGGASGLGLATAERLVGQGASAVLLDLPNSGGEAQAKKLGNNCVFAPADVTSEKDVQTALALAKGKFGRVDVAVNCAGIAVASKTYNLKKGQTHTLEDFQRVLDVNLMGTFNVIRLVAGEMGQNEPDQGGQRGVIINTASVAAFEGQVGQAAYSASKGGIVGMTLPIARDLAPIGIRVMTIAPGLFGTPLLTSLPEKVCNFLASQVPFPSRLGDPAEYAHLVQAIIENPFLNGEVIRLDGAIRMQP
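E. coli-expressed His-tagged HADH2 tested at 20 nM in alkaline Tris buffer (pH 9.0); oxidation of 90 uM beta-hydroxybutyryl-CoA with 1 mM NAD+ tracked fluorimetrically for 4 min.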
USP2a inhib = USP2a (human) protease inhibition; O75604; USP2a enzymatic assay, qHTS inhibition; Potency, µM (series often up to 38.3 µM), inactives show at the top dose activity change, negative = inhibition, hits mostly inhibitors; 60,000 compounds, 0.1% hits; AID 927;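 also: potency is read from the fitted curve at half-maximal effect; nearly all actives have a fitted effect of over 60% in size; plate controls were DMSO for no effect and NEM full inhibition control for full effect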
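20 nM USP2 core + cpd, 30 min RT; add 20 nM Ub-PLA2/20 uM NBD C6-HPC; read Ex460/Em535 at 0 h and 2.5 h. Normalized to NEM; qHTS curve fit/classification.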
Hsp90 Hop PPI = changes Hsp90-Hop TPR2A binding signal, up or down | AlphaScreen TPR2A-His6 binding biotin-Hsp90 C-terminal peptide | Potency, µM (titrated, usually from 57 µM), inactives show at the top dose activity change, negative = inhibition | 71,000 compounds, 0.44% hits; active = well fitted curve in either direction with a large enough effect; inconclusive = small, poorly fitted or top-dose-only effect, or another doubt; also: potency is read from the fitted curve at half-maximal effect; % is scaled to controls: 0 for no effect and ±100 for the full control effect; many of its hits are not listed in these tables
Ub-GFP proteasome = inhibits proteasome, raising ubiquitin-GFP reporter fluorescence. Potency, µM (doses to about 45.9 µM), for inactives: at the top dose activation (GFP accumulation), actives largely listed as activators. Ubiquitin-GFP reporter cells, proteasome inhibition, GFP fluorescence; response scale: untreated = 0%, 10 µM MG-132 = 100%. 67,000 tested, under 10 active; active = well fitted activation curve with a large enough effect, not every such curve was filed as active; inconclusive = small, poorly fitted or top-dose-only effect, or another doubt; inactive = no such curve, though single readings can be large or run the other way; also: potency is read from the fitted curve at half-maximal effect
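Proteasome block read as GFP accumulation: ubiquitin(G76V)-GFP U2OS cells exposed to compound (2.9 nM–46 uM) for 4 hr at 37 C. Normalization used untreated cells as 0% and 10 uM MG-132 as 100%; concentration-response curves fitted.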
BRCT inh red = BRCT-phosphoprotein interaction inhibition (red fluorophore); Potency, µM (series often up to 76.9 µM), inactives show at the highest dose activity change, negative = inhibition, actives largely listed as inhibitors; AID 892; BRCT-phosphopeptide binding, red fluorescence polarization; 75,000 compounds, 0.03% hits; P38398; also: % is scaled to controls: 0 for no effect and ±100 for the full control effect
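Fluorescence polarization: 100 nM His-tagged BRCA1 BRCT with 100 nM TAMRA-labelled phospho-BACH1 decapeptide, phosphate buffer pH 7.3 with 150 mM NaCl, DTT, 0.01% Tween 20; 12 min RT. Binding inhibition seen as FP decrease.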
Pol III holo inh = blocks replication by bacterial DNA polymerase III holoenzyme. Potency, µM (doses to about 57.1 µM), for the others: at the highest dose activity change, negative = inhibition. reconstituted DNA polymerase III holoenzyme replication, biochemical. 71,000 compounds, 0.25% hits; also: potency is read from the fitted curve at half-maximal effect; % is scaled to controls: 0 for no effect and ±100 for the full control effect
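Reconstituted *E. coli* holoenzyme (0.35 nM Pol III, 1 nM beta, 154 nM SSB, 2 nM primase) was preincubated with compound for 15 min at RT. Synthesis on 1.4 nM ssM13Gori ran 35 min, then was stopped with PicoGreen/EDTA and read as dsDNA fluorescence.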
HBB splice mod = modulators of hemoglobin beta chain splicing; HBB splicing reporter cell assay, activation; EGFP reporter with mutant IVS2-654 intron; response scale: normalised to 500 nM splice-correcting PNA; Potency, µM (series often up to 46.1 µM), for the others: at the top dose activation, hits mostly activators; 65,000 compounds, 0.06% hits; AID 925; also: potency is read from the fitted curve at half-maximal effect; 0% is about no effect
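Compounds were applied for 2 days to HeLa EGFP-654 cells, 500/well in Optimem with 2% FCS. The reporter's EGFP is disrupted by mis-splicing of beta-globin intron IVS2-654. Readout: summed well GFP fluorescence from 488 nm laser scanning; reference was 500 nM antisense […] 654 PNA.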
GFP derepression = epigenetic modulators derepressing GFP locus in mouse cells | mouse C127i GFP locus derepression, cytometry, 30 h | Potency, µM (series often up to 46.1 µM), for the others: at the highest dose GFP derepression (activation) | 68,000 compounds, 0.09% hits; also: % of control where 0% means no effect
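Derepression screen: silenced CMV-GFP reporter in murine C127i cells, 30 h compound incubation at 37 C, washed cells imaged by laser-scanning cytometer to enumerate GFP-expressing objects of 20 to 120 um.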
BRCT inh green = BRCA1 BRCT-phosphoprotein interaction inhibition; BRCA1 BRCT-phosphopeptide binding, green fluorescence polarization; 75,000 compounds, 0.05% hits; P38398; Potency, µM (top dose mostly 76.9 µM), for the others: at the top dose activity change, negative = inhibition, hits mostly inhibitors; AID 875;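 also: potency is read from the fitted curve at half-maximal effect; plate controls were peptide without protein for full effect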
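Compounds were incubated for 12 min at room temperature with a complex of 100 nM fluorescein-tagged pBACH1 decapeptide and 250 nM His-tagged BRCT protein. Buffer was phosphate pH 7.3 with EDTA, DTT and Tween 20. Disruption of binding lowers the polarization signal.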
Numbers without * were called inactive; ? = inconclusive; . = not tested or not shown; [ ] = another dose, or the depositor's remark. Unless noted, calls follow the shape of the dose curve; as a rule, active = well fitted curve in the direction sought with a large enough effect; inconclusive = small, poorly fitted or top-dose-only effect, or another doubt; inactive = no such curve, though single readings can be large; an effect the other way counts as inactive or inconclusive.

SMILES	CRE-bla Fsk	15-hLO inh	HADH2 inh	USP2a inhib	Hsp90 Hop PPI	Ub-GFP proteasome	BRCT inh red	Pol III holo inh	HBB splice mod	GFP derepression	BRCT inh green
Cc1cc(=O)n(CC(C)C)c(O)c1C#N	-9%	-13%	-7%	-12%	-8%	0%	0.5%	-8%	-1.1%	-2%	-0.5%
CC(=O)Nc1nc(=O)c2ccccc2s1	-4%	-18%	-3%	-6%	1%	1%	-0.8%	-3%	.	1%	-0.3%
O=C1CC(c2cccs2)Sc2nc3ccccc3n21 (configuration not stated)	7%	-5%	8%	-8%	0%	-3%	-0.7%	-2%	2.6%	-2%	3.4%
COC(=O)c1c[nH]n2c(=O)cc(C)nc12	0%	12%	-3%	-6%	-3%	-20%	-1.0%	-5%	1.7%	-5%	-4.8%
O=C(CCn1c(=O)[nH]c2ccccc2c1=O)NCCCN1CCN(c2cccc(Cl)c2)CC1	-29%	-7%	-1%	36%[activator]	-7%	0%	1.4%	-2%	-0.1%	-3%	1.5%
Cn1c(SC2=CS(=O)(=O)c3ccccc32)nc2ccccc21	?	5%	-12%	5%	-5%	4%	0.1%	-6%	0.2%[57.5 µM]	?	-0.3%
CC(=O)C1=C(O)C=C2Oc3c(C(C)=O)c(O)c(C)c(O)c3[C@]2(C)C1=O	?	30%[activator][25.6 µM]	-19%	.	-7%	-3%	0.8%	10%	.	-3%[9.22 µM]	30%[activator]
CC(CCCC(C)(C)O)NCCO (configuration not stated)	3%	3%	4%	.	-7%	-12%	0.9%	-2%	0.1%	2%	-2.2%
O=C(NCc1ccco1)c1ccc(CS(=O)(=O)Cc2ccc(Cl)cc2)o1	?	-10%	5%	-8%	-5%	3%	-0.8%	-1%	-0.5%[57.5 µM]	0%	4.0%
COc1cc(C(=O)NCCC(=O)NCCCN2CCCCC2C)cc(OC)c1OC (configuration not stated)	5%	8%	?	-4%	-1%	5%	0.4%	-1%	1.1%[57.5 µM]	0%	-2.9%
COc1ccc(N(Cc2cc3cc(OC)ccc3[nH]c2=O)C(=O)C2CCCO2)cc1 (configuration not stated)	?	-11%	?	18%	-9%	7%	-1.3%	2%	0.3%[0.369 µM]	2%	2.3%
Cc1onc(-c2ccccc2)c1C(=O)N1CCc2ccccc21	-15%	5%	6%	.	1%	4%	0.2%	0%	-0.7%	2%	-0.7%
Cc1cc(C(=O)NCc2ccc(S(N)(=O)=O)cc2)cs1	0%	6%	-1%	-10%	-4%	0%	-1.4%	-1%	1.5%	0%	-1.5%
O=C(Cn1c(=O)n(Cc2ccc3c(c2)OCO3)c(=O)c2ccccc21)N1CCCc2ccccc21	6%	-11%	-5%	38%[activator]	-4%	-20%	0.3%	0%	-4.5%	-1%	-1.2%
O=C(COC(=O)CCc1c[nH]c(=O)[nH]1)Nc1ccccc1Cl	15%	0%	-28%	-3%	-1%	2%	0.6%	0%	0.7%	-3%	-4.1%
COc1ccccc1NC(=O)Cc1csc(N)n1	2%	1%	12%	0%	-3%	-5%	0.3%	-2%	.	-1%	0.6%
CC(=O)NCc1cn2c(C)csc2n1	0%	?	0%	.	-7%	7%	0.0%	-5%	0.2%	.	1.0%
Nc1ncnc2c1ncn2[C@@H]1CCCO1	-2%	-14%	?	-6%	-9%	-2%	1.5%	-1%	1.0%	0%	-2.0%
C[C@@H]1C=CCC(=O)OC[C@H](C)C(=O)OC[C@H]2O[C@H]1C=C[C@@H]2O	.	-2%[11.4 µM]	0%[11.4 µM]	.	.	.	-0.7%[15.4 µM]	.	2.0%[9.22 µM]	.	-1.6%[15.4 µM]
COc1cccc(NC(=O)C2CCN(S(C)(=O)=O)CC2)c1	4%	-3%	-2%	-7%	-1%	6%	-0.9%	-2%	-0.6%	0%	-2.4%
COC(=O)c1ccc(NC(=O)C2C3CCC(C3)C2C(=O)O)cc1 (configuration not stated)	2%	1%	2%	0%	3%	2%	-0.6%	2%	-0.4%	5%	0.6%
CCCNC(=O)Cn1cnc2sc(C(=O)N3CCCC(C(=O)OCC)C3)c(C)c2c1=O (configuration not stated)	-9%	4%	-1%	9%	-1%	-4%	-0.2%	1%	-0.9%	-3%	-0.8%
C=CC(=O)N1C(=O)c2ccccc2S1(=O)=O	.	8%[11.4 µM]	4%[11.4 µM]	.	.	.	-0.3%[15.4 µM]	.	1.3%[9.22 µM]	.	2.0%[15.4 µM]
COC(=O)c1ccc2c(=O)[nH]c(CN3c4ccccc4CC3C)nc2c1 (configuration not stated)	?	-16%	6%	27%	-13%	2%	-1.1%	-4%	-0.3%[57.5 µM]	0%	0.3%
Cc1c(NS(=O)(=O)CC23CCC(CC2=O)C3(C)C)c(=O)n(-c2ccccc2)n1C (configuration not stated)	-1%	1%	-7%	-4%	-4%	-5%	-0.9%	-2%	-0.4%[9.22 µM]	0%	0.1%
SMILES	CRE-bla Fsk	15-hLO inh	HADH2 inh	USP2a inhib	Hsp90 Hop PPI	Ub-GFP proteasome	BRCT inh red	Pol III holo inh	HBB splice mod	GFP derepression	BRCT inh green
CCn1cc(SCC(=O)NCc2ccc3c(c2)OCO3)c2ccccc21	-3%	-27%	-16%	.	-1%	4%	-2.1%	-3%	0.2%	.	-2.2%
COc1ccc(-n2nnnc2SCC(=O)c2ccc3c(c2)OCCO3)c(OC)c1	-1%	4%	4%	.	-2%	-1%	-0.5%	-1%	0.1%[57.5 µM]	-1%	-2.4%
CCOc1ccc2nc(SC(CC)C(=O)Nc3cc(C)on3)sc2c1 (configuration not stated)	5%	6%	-3%	-2%	-1%	-18%	0.3%	0%	1.0%	0%	-2.8%
O=C(COC(=O)c1ccco1)NCc1cccs1	?	6%	2%	-7%	-3%	0%	1.3%	-1%	-4.7%	-1%	3.5%
CCC(=Nc1ccc(N)cc1)C1=C(O)C(C(=O)OC)C(C)(C)CC1=O (configuration not stated)	-8%	-21%	?	33%[activator]	-22%	2%	-10%	-7%	-1.1%[57.5 µM]	7%	-3.5%
CCOC(=O)C1CCCN(c2ncnc3c2cnn3-c2ccc(OC)cc2)C1 (configuration not stated)	?	4%	22%	2%	3%	1%	0.2%	-6%	-0.3%[0.369 µM]	0%	-0.4%
CN(Cc1ccccc1)c1ncnc2c1cnn2-c1ccccc1	10µM*	5%	-2%	-3%	?	10%	-0.4%	10%	-1.5%	0%	1.0%
O=C(Nc1ccc(NC(=O)C2CC2)cn1)c1ccccc1Cl	2%	-23%	12%	15%	-1%	0%	-1.8%	-1%	.	-1%	-0.7%
COc1ccccc1CN(Cc1cc2cc(C)ccc2[nH]c1=O)Cc1nnnn1CC1CCCO1 (configuration not stated)	14%	?	1%	34%[activator]	-3%	3%	-0.2%	-9%	.	-1%	-0.7%
Cc1ccc(-n2nnnc2SCC(=O)Nc2ccc3c(c2)COC3=O)cc1C	-4%	-6%	14%	6%	-1%	0%	-3.8%	-1%	6.1%	6%	-1.8%
O=C(CSc1nc2ccccc2o1)Nc1ccc(N2CCOCC2)c(Cl)c1	-7%	-10%	9%	30%[activator]	0%	-4%	-0.4%	5%	3.0%	3%	2.3%
CN(C)c1nc(-c2ccoc2)nc2ccccc12	13µM*	?	25µM*	18%	-11%	2%	-3.5%	-3%	-0.8%	-1%[9.22 µM]	-3.6%
C[C@@H](c1ccccc1)N1C(=O)[C@H]2[C@@H]3[C@H](O)C=CC(=O)[C@H]3CC[C@H]2C1=O	.	-2%[11.4 µM]	-3%[11.4 µM]	.	.	.	-0.5%[15.4 µM]	.	0.6%[9.22 µM]	.	-1.1%[15.4 µM]

The list is partial; the hit share may differ from the screen's.
